Growth percent in the NCI-60 one-dose screen (48 h, 10 µM unless noted): 100 = growth as untreated, 0 = no growth, -100 = all killed.
786-0: 786-0 renal cancer cells; actives 5.1% (n = 81,000)
IGROV1: IGROV1 ovarian cancer | actives 4.7% (n = 79,000) | AID 1794786
TK-10: TK-10 renal cancer cells | actives 3.9% (n = 81,000)
SN12C: SN12C renal cancer cells; actives 3.8% (n = 81,000)
CAKI-1: CAKI-1 renal cancer. actives 4.7% (n = 75,000)
NCI/ADR-RES: NCI/ADR-RES ovarian cells; actives 4.4% (n = 81,000)
ACHN: ACHN renal cancer; AID 1794771; actives 4.9% (n = 81,000)
UO-31: UO-31 renal cancer; actives 5.2% (n = 81,000)
* = called active by the depositor; nt = not tested or not shown; & = joins results of further samples. Rule for the calls: active = growth percent below 10; inactive = the rest. An excerpt, so the mix of outcomes need not match the whole.

SMILES	786-0	IGROV1	TK-10	SN12C	CAKI-1	NCI/ADR-RES	ACHN	UO-31
CC[C@H](c1cccc(O)c1)[C@@H](C)CN(C)C	104	116	103	110	98	101	107	90
Cc1cc(O)ccc1[N+](=O)[O-]	104	119	117	96	96	103	97	100
Oc1ccc(O)c2c1C1(Cl)C(Cl)=C(Cl)C2(Cl)C1(Cl)Cl	69	38	75	56	35	41	48	44
CCCC1OP(=O)(N(CCOC(C)=O)CCOC(C)=O)OCC1CC (configuration not stated)	103	103	102	108	83	111	105	100
CNCC(=O)c1ccccc1	nt	123	103	106	104	114	108	88
CC(C)[C@H](NC(=O)[C@H]1CCCCN1C)C(=O)N(C)[C@H](CC(=O)c1nc(C(=O)N[C@@H](Cc2ccccc2)C[C@H](C)C(=O)O)cs1)C(C)C	95	91	98	101	nt	111	115	89
CCCCCCCCCCCCCCCCCC1OC[C@H](COC(=O)O[C@@H](C(=O)O[C@H]2C[C@@]3(O)[C@@H](OC(=O)c4ccccc4)[C@@H]4[C@]5(OC(C)=O)CO[C@@H]5C[C@H](O)[C@@]4(C)C(=O)[C@H](OC(C)=O)C(=C2C)C3(C)C)[C@@H](NC(=O)c2ccccc2)c2ccccc2)O1 (some centres not stated)	91	43	100	57	81	103	96	98
COCCCOc1ccnc(CS(=O)c2nc3ccccc3[nH]2)c1C (configuration not stated)	98	89	122	89	99	87	88	82
COc1cc2c(cc1OC)CNCC2	108	99	92	103	105	97	105	95
COc1ccc(C2=NN(c3ccccc3)C(c3sc(N(CCCl)CCCl)nc3Cl)C2)cc1 (configuration not stated)	103	121	117	90	69	96	83	79
C#Cc1cccc(Nc2nc(Cl)nc3cc(NC(=O)CF)ccc23)c1	93	75	86	92	56	54	92	74
COc1ccc(-n2c(C)nc3cc(OC)c(OC)cc3c2=O)cc1OC	102	102	102	105	97	102	109	94
COC1=C[C@@H]2[C@@H]3Cc4ccc(OC)c(O)c4[C@]2(CCN3C)CC1=O	80	25	97	104	101	109	99	94
Oc1c(Cl)c(Cl)c(Cl)c(Cl)c1Cl	102	60	111	105	110	104	95	68
CC1(C)N=C(N)N=C(N)N1c1ccc(CCc2ccc(Cl)cc2S(=O)(=O)F)c(Cl)c1	83	40	100	45	105	113	97	95
NP(=O)(Nc1ccccc1)Nc1ccccc1	106	106	111	102	108	114	108	82
CCOc1cccc(-c2nc3c(s2)C2=CC[C@@H]4[C@H](CC[C@]5(C)C(=O)CC[C@@H]45)[C@@]2(C)CC3)c1	99	105	100	99	95	96	103	89
N#CCCCCl	101	114	113	101	112	119	110	90
COC1CC2c3ccccc3C1C(C)=[N+]2C (configuration not stated)	99	93	99	94	69	79	99	94
OCCNC(Cc1ccccc1)c1ccccc1 (configuration not stated)	90	104	101	93	nt	106	115	95
ClCCN(CCCl)c1nc(Cl)c(C2CC(c3ccc4c(c3)OCO4)=NN2c2ccccc2)s1 (configuration not stated)	97	110	109	92	72	107	91	73
Clc1ccc(CSc2ncc(Br)c(N3CC3)n2)c(Cl)c1	97	106	104	97	87	91	103	81
NC(=O)C(Br)CBr (configuration not stated)	nt	nt	nt	22	nt	15	-76*	-52*
CCNP(=S)(NCC)c1ccccc1	97	108	nt	101	100	104	108	104
Cc1ccc(-n2c(=S)[nH]c3ccc(C)cc3c2=O)cc1	98&118	104&111	88&110	93&94	67&87	101&100	96&101	76&88

Later entries
SMILES	786-0	IGROV1	TK-10	SN12C	CAKI-1	NCI/ADR-RES	ACHN	UO-31
COc1cc(/C=C/[N+](=O)[O-])cc(Br)c1OC	-57*	1.7*	-38*	29	61	60	61	-1.4*
CCC(O)(COC(N)=O)c1ccccc1 (configuration not stated)	112	nt	109	100	104	114	105	82
CC(=O)O[C@H]1CC[C@H]2[C@@H]3CC=C4C=C(Cl)CC[C@]4(C)[C@H]3CC[C@]12C	90	101	80	101	84	102	100	84
N#Cc1ccc([N+](=O)[O-])cc1	101	108	nt	107	96	107	99	90
COc1cc2c(O[C@@H]3OC[C@H](OC(C)=O)[C@H](OC(C)=O)[C@H]3O)c3c(c(-c4ccc5c(c4)OCO5)c2cc1OC)C(=O)OC3	20	48	42	nt	14	38	29	50
CCCCC1(CCO)C(=O)NC(=S)NC1=O	110	125	111	107	91	109	104	90
C=C[C@H]1CN2CC[C@H]1C[C@@H]2[C@H](O)c1ccnc2ccccc12	101	109	115	96	89	85	nt	82
CN1C2C[C@H](OC(=O)[C@H](CO)c3ccccc3)C[C@H]1[C@@H](O)C2	103	107	100	98	96	122	93	83
CC(C)(c1ccc(OP2(=O)OCC3(CC=CCC3)CO2)cc1)c1ccc(OP2(=O)OCC3(CC=CCC3)CO2)cc1 (configuration not stated)	92	96	88	84	85	76	77	75
CC(=O)NC1=C(N2CC2C)C(=O)C(NC(C)=O)=C(N2CC2C)C1=O (configuration not stated)	112	nt	110	102	105	117	106	84
ClC(Cl)(Cl)Sc1cccc(Br)c1	103	105	105	97	nt	103	108	78
Cc1c2ccccc2c(C)[n+]2ccccc12	91	94	100	98	101	109	105	75
C1CCC([PH+](C2CCCCC2)C2CCCCC2[PH+](C2CCCCC2)C2CCCCC2)CC1.[Au].[CH-]1CCCCC1CC1CCCC[N-]1 (configuration not stated)	-90*	-29*	-43*	-32*	-31*	31	-73*	-81*
CC[S][Hg][Cl]	109	112	115	105	90	106	101	88
COc1ccc(CCN)cc1OC	94&104	116&104	92&104	99&99	104	99&100	99&103	74&99
C#C[C@@]1(O)CC[C@@]2(C)[C@@H](CC[C@@H]3[C@@H]2CC[C@]2(C)[C@@H](O)CC[C@@H]32)C1	96	109	111	109	114	100	100	87
COc1cc2c(cc1OC)C13CCN4C(=O)C(=O)C(CC41)C1C(OCC(=O)O)CC(=O)N2C13 (configuration not stated)	105	105	111	100	93	108	105	77
CCCN1CC(Br)C(=O)NC1=O (configuration not stated)	107	80	113	90	97	103	98	93
Clc1ccc(CC2CCCCN2)cc1 (configuration not stated)	98	107	86	100	nt	98	nt	91
COc1ccc2c(c1)c(-c1nc(-c3c[nH]c4ncccc34)cs1)cn2CCCCN1CCOCC1	-44*	36	64	62	37	63	17	23
ClC1=C(Cl)C(Cl)(C2(Cl)C(Cl)=C(Cl)C(Cl)=C2Cl)C(Cl)=C1Cl	-66*	-33*	-91*	-25*	nt	4.7*	nt	-90*
CCOC(=O)C(CC)(C(=O)OCC)c1ccccc1	94	112	95	98	nt	101	98	100
CCOc1ccccc1C(=O)OCC(Cl)(Cl)Cl	100	106	100	102	99	108	111	94
CC(C)(N)Cc1ccccc1	91	106	97	108	98	111	106	85
CCC(CN(C)C)c1ccccc1 (configuration not stated)	105	105	89	102	99	105	102	93

Record cards, as listed above. Order of screens: 786-0 | IGROV1 | TK-10 | SN12C | CAKI-1 | NCI/ADR-RES | ACHN | UO-31
`Cc1ccc(-n2c(=S)[nH]c3ccc(C)cc3c2=O)cc1` is listed as 98&118 | 104&111 | 88&110 | 93&94 | 67&87 | 101&100 | 96&101 | 76&88
`Oc1ccc(O)c2c1C1(Cl)C(Cl)=C(Cl)C2(Cl)C1(Cl)Cl` is listed as 69 | 38 | 75 | 56 | 35 | 41 | 48 | 44

Additional compounds.
SMILES	786-0	IGROV1	TK-10	SN12C	CAKI-1	NCI/ADR-RES	ACHN	UO-31
BrCCN(CCBr)c1cccc(/C=C/c2ccccc2)c1	110	110	105	109	96	115	102	88
O=C1N[C@@H]2[C@@H](O)[C@@H](O)[C@H](O)C[C@H]2c2cc3c(c(O)c21)OCO3	-11*	-7.8*	-13*	-18*	-7.8*	1.9*	-46*	-31*
C[N+](C)(C)CCOc1ccccc1	104	117	103	103	101	112	110	94
O=C(NCCCOc1ccc([N+](=O)[O-])cc1Cl)Nc1cccc(S(=O)(=O)F)c1	86	101	91	109	82	97	95	72
ClC(Cl)c1nc2ccccc2[nH]1	101	100	119	102	87	102	100	70
O=C(NCCNC(=O)Nc1ccccc1S(=O)(=O)F)Nc1ccccc1S(=O)(=O)F	108	100	109	102	100	117	106	91
Cc1ccc(C[N+](C)(C)C)cc1	93	110	106	99	96	112	109	87
CC(C)c1cccc(C(C)C)c1OCC[N+](C)(C)C	100	105	96	98	106	110	104	94
COc1ccc(N2C(=O)C(=O)N(c3ccc(OC)cc3)P2(=O)N(CCCl)CCCl)cc1	107	96	120	97	96	115	103	62
CC(=O)OCC1=C(C(=O)O)N2C(=O)[C@@H](NC(=O)CCCC(N)C(=O)O)C2SC1 (some centres not stated)	103	96	112	96	85	106	nt	79
CC(C)CCNC(=O)CN1C(=O)CN=C(c2ccccc2)c2ccccc21	111	102	104	101	98	nt	105	82
CC1CCC(=O)O1 (configuration not stated)	92	nt	114	93	107	96	102	75
Cc1cccc(OC(=O)CCl)c1	109	108	109	104	102	99	105	86
CC1C=CCP1(C)=O (configuration not stated)	98	119	112	nt	102	102	105	89
COC(=O)C1=C(C(=O)OC)C2c3ccccc3C1c1ccccc12	104	nt	94	88	69	95	87	nt
CC(C)(c1ccccc1)c1ccc(O)cc1	94	103	95	94	92	101	95	83
COc1ccc2c(c1)[C@]13CCCC[C@H]1[C@H](C2)N(C)CC3	113	98	nt	72	80	104	94	76
C#CCOC(=O)CCN1CC1	109	107	112	106	95	nt	102	84
COc1cc(=O)oc(/C=C/C=C/C=C/C(C)=C\C2(C)OC(C)C(C)(O)C2O)c1C (configuration not stated)	102	116	122	121	101	137	113	101
CC(C)[C@H](NC(=O)c1cn(Cc2ccccc2)c2ccccc12)C(N)=O	97	94	102	100	nt	98	105	79
C=CC(O)CN1CC1CC (configuration not stated)	107	108	nt	99	nt	97	102	86
CNC(=O)Oc1ccc(SC)c(C)c1	107	103	103	104	117	92	98	83
CS(=O)(=O)c1ccc(C(=O)C2C(=O)CCCC2=O)c([N+](=O)[O-])c1	99	107	99	103	91	110	113	91
Cc1ccc(S(=O)(=O)N=S(CCCl)CCCl)cc1	89	84	102	94	88	91	86	85
CC[N+](C)(C)CCC(C(N)=O)(c1ccccc1)c1ccccc1	104	111	101	104	99	113	110	99

More entries follow.
SMILES	786-0	IGROV1	TK-10	SN12C	CAKI-1	NCI/ADR-RES	ACHN	UO-31
CCOP(=O)(OCC)C(NC(C)=O)C(=O)SCCN (configuration not stated)	103	110	100	98	101	105	112	81
COc1cc(C=C(C#N)C#N)cc(OC)c1OC	106	117	139	101	87	119	107	112
CCOC(=O)/C=C(\C)Nc1ccc(N/C(C)=C/C(=O)OCC)c2c1Oc1ccccc1O2	88	nt	124	97	96	99	104	nt
Nc1ncnc(N)n1	107	105	nt	98	97	108	104	98
O=[N+]([O-])c1cc([N+](=O)[O-])c(F)cc1F	111	108	101	102	102	109	105	67
COc1cc(C2CC(=O)Nc3nc(N)[se]c32)cc(OC)c1OC (configuration not stated)	114	62	nt	65	113	107	103	100

Reprinted from above, 23 compounds:
SMILES	786-0	IGROV1	TK-10	SN12C	CAKI-1	NCI/ADR-RES	ACHN	UO-31
O=C(NCCNC(=O)Nc1ccccc1S(=O)(=O)F)Nc1ccccc1S(=O)(=O)F	108	100	109	102	100	117	106	91
Cc1ccc(C[N+](C)(C)C)cc1	93	110	106	99	96	112	109	87
CC(C)c1cccc(C(C)C)c1OCC[N+](C)(C)C	100	105	96	98	106	110	104	94
COc1ccc(N2C(=O)C(=O)N(c3ccc(OC)cc3)P2(=O)N(CCCl)CCCl)cc1	107	96	120	97	96	115	103	62
CC(=O)OCC1=C(C(=O)O)N2C(=O)[C@@H](NC(=O)CCCC(N)C(=O)O)C2SC1 (some centres not stated)	103	96	112	96	85	106	nt	79
CC(C)CCNC(=O)CN1C(=O)CN=C(c2ccccc2)c2ccccc21	111	102	104	101	98	nt	105	82
CC1CCC(=O)O1 (configuration not stated)	92	nt	114	93	107	96	102	75
Cc1cccc(OC(=O)CCl)c1	109	108	109	104	102	99	105	86
CC1C=CCP1(C)=O (configuration not stated)	98	119	112	nt	102	102	105	89
COC(=O)C1=C(C(=O)OC)C2c3ccccc3C1c1ccccc12	104	nt	94	88	69	95	87	nt
CC(C)(c1ccccc1)c1ccc(O)cc1	94	103	95	94	92	101	95	83
COc1ccc2c(c1)[C@]13CCCC[C@H]1[C@H](C2)N(C)CC3	113	98	nt	72	80	104	94	76
C#CCOC(=O)CCN1CC1	109	107	112	106	95	nt	102	84
COc1cc(=O)oc(/C=C/C=C/C=C/C(C)=C\C2(C)OC(C)C(C)(O)C2O)c1C (configuration not stated)	102	116	122	121	101	137	113	101
CC(C)[C@H](NC(=O)c1cn(Cc2ccccc2)c2ccccc12)C(N)=O	97	94	102	100	nt	98	105	79
C=CC(O)CN1CC1CC (configuration not stated)	107	108	nt	99	nt	97	102	86
CNC(=O)Oc1ccc(SC)c(C)c1	107	103	103	104	117	92	98	83
CS(=O)(=O)c1ccc(C(=O)C2C(=O)CCCC2=O)c([N+](=O)[O-])c1	99	107	99	103	91	110	113	91
Cc1ccc(S(=O)(=O)N=S(CCCl)CCCl)cc1	89	84	102	94	88	91	86	85
CC[N+](C)(C)CCC(C(N)=O)(c1ccccc1)c1ccccc1	104	111	101	104	99	113	110	99
CCOP(=O)(OCC)C(NC(C)=O)C(=O)SCCN (configuration not stated)	103	110	100	98	101	105	112	81
COc1cc(C=C(C#N)C#N)cc(OC)c1OC	106	117	139	101	87	119	107	112
CCOC(=O)/C=C(\C)Nc1ccc(N/C(C)=C/C(=O)OCC)c2c1Oc1ccccc1O2	88	nt	124	97	96	99	104	nt
